Assay outcomes from PubChem BioAssay.
UHRF1 binding – human UHRF1 methylated DNA binding inhibitors. Q96T88. UHRF1 binding to methylated oligo, TR-FRET. inhibition, % at 4.4 µM. hit rate 0.75% among 370,000; in the data active = inhibition above about 21%;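 note: UHRF1 SRA domain binding a hemimethylated CpG hairpin DNA probe; 0% = median of test compound wells and 100% = reference inhibitor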
PRMT1 FP inh – blocks human protein arginine methyltransferase 1; inhibition, % at 2.79 µM; Q99873; hit rate 1.3% among 370,000; AID 652257; recombinant PRMT1, activity-based probe fluorescence polarization;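 active = inhibition above about 21% made by adding two undisclosed values, limit read from the data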
PG9 binder – PG9 antibody binding by small molecule; TR-FRET gp120-PG9 antibody binding; inhibition, % at 6.7 µM; hit rate 0.43% among 360,000; AID 624416; in the data active = inhibition above about 8.5%
TDP2 inh – blocks human TDP2 phosphodiesterase activity; recombinant TDP2, T5PNP hydrolysis, p-nitrophenol absorbance 415 nm; inhibition, % at 12.8 µM; hit rate 0.34% among 370,000; AID 720702;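 active = inhibition above the mean of all tested compounds plus 3 SD, set per campaign, cut at about 25% in these data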;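 note: 0% = DMSO with enzyme and 100% = buffer with substrate but no TDP2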
Target sequence (O95551 whole entry, looked up): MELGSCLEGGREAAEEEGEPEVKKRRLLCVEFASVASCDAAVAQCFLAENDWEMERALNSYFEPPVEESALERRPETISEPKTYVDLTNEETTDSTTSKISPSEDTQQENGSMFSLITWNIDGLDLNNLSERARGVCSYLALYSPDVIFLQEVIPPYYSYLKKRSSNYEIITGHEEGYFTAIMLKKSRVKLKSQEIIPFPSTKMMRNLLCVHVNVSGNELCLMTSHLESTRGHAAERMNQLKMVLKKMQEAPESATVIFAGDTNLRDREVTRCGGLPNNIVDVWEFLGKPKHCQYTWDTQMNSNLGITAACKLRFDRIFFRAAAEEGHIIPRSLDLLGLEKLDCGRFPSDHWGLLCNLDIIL
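Assay system: Recombinant human TDP2 | Quantity: 120 nM TDP2 per well | Incubation: 2 h at 37 °C | Signal: Epi absorbance | Evaluation: Percent inhibition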
Tn7 DDE FP – inhibitors of Tn7 peptide binding to human fibrin DD(E) | P02675 | FP displacement of FITC-Tn7 peptide from fibrin DD(E); 0% = median of compound wells per plate | inhibition, % at 8.3 µM | hit rate 0.13% among 370,000 | AID 720508;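 active = inhibition above the mean of compounds falling within the control limits plus 3 SD of them, cut at about 14% in these data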;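 note: 0% = plate median of compound wells and 100% = 10 µM Aha-Tn7 peptide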
Target sequence (P02675 whole entry, looked up): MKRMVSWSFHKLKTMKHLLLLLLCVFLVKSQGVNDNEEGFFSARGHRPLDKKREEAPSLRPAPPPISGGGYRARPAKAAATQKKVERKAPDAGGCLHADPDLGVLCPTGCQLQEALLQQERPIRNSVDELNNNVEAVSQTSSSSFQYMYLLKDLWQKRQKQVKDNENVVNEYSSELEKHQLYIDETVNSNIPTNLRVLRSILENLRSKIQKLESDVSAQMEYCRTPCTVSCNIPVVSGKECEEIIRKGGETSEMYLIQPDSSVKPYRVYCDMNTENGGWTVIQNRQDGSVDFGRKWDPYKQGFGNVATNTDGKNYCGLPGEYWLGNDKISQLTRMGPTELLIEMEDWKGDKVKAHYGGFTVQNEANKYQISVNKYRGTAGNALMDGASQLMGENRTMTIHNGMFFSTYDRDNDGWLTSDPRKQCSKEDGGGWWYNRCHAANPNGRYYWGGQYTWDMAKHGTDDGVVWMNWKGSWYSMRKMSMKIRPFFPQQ
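Assay system: Human fibrin DD(E) protein | Medium: Tris buffer with calcium and detergent, pH 7.8 | Reagent: 0.1 µM fluorescent Tn7 | Compound dosing: Single point at 8.3 µM | Times: 10 min preincubation, 3 h with tracer, room temperature | Detection: Fluorescence polarization of the labelled Tn7 tracer | Controls: Aha-Tn7 high control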
HTRA1 inh – HTRA1 (human) protease inhibition | recombinant HTRA1, FP-rhodamine activity-based probe, fluorescence polarization | AID 504803 | inhibition, % at 5.96 µM | hit rate 0.5% among 340,000 | Q92743; in the data active = inhibition above about 36%;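 note: 0% = enzyme with DMSO and 100% = wells lacking enzyme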
SIAE primary – inhibitors of human sialic acid acetylesterase SIAE; inhibition, % at 9.66 µM; Q9HAT2; AID 1053197; SIAE FP-Rh probe binding, fluorescence polarization; hit rate 0.69% among 370,000;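 active = inhibition above a cutoff: mean of compounds within the control limits plus 3 SD of those, cut at about 17% in these data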;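 note: 0% = plate median of compound wells and 100% = probe without SIAE protein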
ABHD4 inh – inhibitors of mouse ABHD4; Q8VD66; purified mABHD4, FP-Rh probe fluorescence polarization; inhibition, % at 8.92 µM; hit rate 0.54% among 370,000; AID 720543;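 active = inhibition exceeding the mean over every tested compound plus 3 SD, cut at about 30% in these data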;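 note: 0% = plate median of compound wells and 100% = S159A mutant with DMSO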
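Doses – 8.92 µM, single dose · Material – wild-type mouse ABHD4 protein · Replication – single well per compound (singlicate) · Measure – percent inhibition of probe binding, normalized to plate controls · Schedule – 45 min compound pre-incubation plus 60 min probe step, 25 °C · Detection – fluorescence polarization with parallel and perpendicular emission, 525/598 nm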
TCR-CD3 inh – human TCR-CD3 binding inhibition | TAMRA-labeled TCR probe fluorescence, biochemical | inhibition, % at 9.4 µM | hit rate 0.37% among 360,000 | AID 651800; in the data active = inhibition above about 19%;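 note: recombinant mutant TCR 2C K166C tagged with TAMRA read by polarization; 0% = receptor in buffer alone and 100% = receptor with positive control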
LEDGF integ inh – blocks HIV-1 LEDGF/p75-dependent DNA integration | TR-FRET IN-LEDGF/p75 DNA integration, Eu/Cy5 | hit rate 0.64% among 370,000 | inhibition, % at 3.7 µM;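 active = inhibition above the screen-wide mean plus 3 SD, cut at about 13% in these data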;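 note: signal is the Cy5 over europium emission ratio at 671 and 618 nm; 0% = plate median of compound wells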
Starred values were filed as active, the others as inactive; nt = no result given.

Results follow in this order: ABHD4 inh, UHRF1 binding, TDP2 inh, PRMT1 FP inh, HTRA1 inh, LEDGF integ inh, PG9 binder, Tn7 DDE FP, TCR-CD3 inh, SIAE primary
O=C(N1CCC(n2nc(-c3ccccc3)oc2=O)CC1)C1(c2ccccc2)CCCC1
    2, -2, -5, -3, nt, 3, nt, 1, nt, -3
O=C(CNc1ccccc1Cl)N/N=C1\CCCc2ccccc21
    -7, 2, 4, 6, -8, 1, 0.4, 4, -1, -3
Cc1cc(/C=C(\C#N)C(=O)NCc2ccco2)c(C)n1-c1cccnc1
    -3, -3, 8, -2, 2, 2, -1.3, 0, 7, 10
O=C(CNC(=O)c1cc(=O)[nH]c2ccc(S(=O)(=O)N3CCOCC3)cc12)Nc1ccc(F)c(F)c1
    -1, -2, 2, 0, -6, -2, 0.2, 3, 1, 8
O=C1c2cccc3cccc(c23)C(=O)N1CC1CCN(S(=O)(=O)c2ccccc2)CC1
    4, 0, 8, -3, -4, -2, 0.3, 0, -8, -6
Cc1cc(Nc2ccc3ccccc3c2)n2ncnc2n1
    9, -3, 7, -1, 1, -2, 0.2, 1, -6, 6
COc1ccc(S(=O)(=O)N(C)CC(=O)Nc2ccc(F)cc2)cc1
    0, 4, -18, -3, 0, 6, -0.5, -9, -9, 0
Cc1ccc(CN2CCC(CNS(=O)(=O)c3ccc(-c4ccc(=O)[nH]n4)s3)CC2)cc1
    -3, -5, -2, 2, -3, -1, -2.3, 0, 1, -1
CCN(CC)S(=O)(=O)c1ccc(C(=O)OCCNC(=O)c2cccnc2)cc1
    0, 12, 8, -4, 13, -1, 1.7, -1, 3, -3
Cc1ccccc1CSCc1ccc(C(=O)NCCCN2CCOCC2)o1
    12, 3, 8, 4, -4, -3, -1.5, -5, -3, -3
COc1ccc(OC)c(/C=C2\Oc3cc(OCC(=O)N4CC(O)C[C@H]4C(=O)O)ccc3C2=O)c1 (some centres undefined)
    5, -5, -2, 4, -6, 0, -7.5, -3, 7, -53
CC(NC(=O)CSc1ncccn1)c1ccc(Cl)cc1Cl (centres undefined)
    4, -2, -3, -1, 0, 2, -3.0, 0, 1, -2
COc1cccc(C(=O)Nc2nc(-c3ccccc3)c(-c3ccccc3)o2)c1
    -10, -1, -2, -1, -41, 14*, 0.8, -4, -1, -17
CCCCN(C(=O)Cc1ccc2c(c1)OCCO2)c1c(N)n(CC(C)C)c(=O)[nH]c1=O
    -5, 4, 5, 4, -2, -1, 1.3, 8, -6, 5
COc1ccc(-c2cc3ncc(-c4ccccc4)c(N)n3n2)cc1
    -6, 1, -9, -2, -37, 2, 0.1, 0, -1, 10
CCC(C)c1c(O)nc(SCC(=O)N2CCCCC2)[nH]c1=O (centres undefined)
    3, 0, -15, -9, 3, 2, -0.6, -2, -2, 1
c1cnc(NCCSSCCNc2ncccn2)nc1
    -11, 3, -4, 6, -5, -1, 2.6, 7, 3, -1
C(=N\Nc1nc2ccccc2[nH]1)/c1ccccc1
    11, -2, 18, 5, -3, -5, -5.5, 4, 0, 13
CCOC(=O)c1nc(NCc2ccccc2F)c2ccccc2n1
    -11, 2, -8, 1, -7, 0, -0.8, -9, 4, -5
CC(C)N1CCc2c(sc(NC(=O)c3ccc(C(=O)c4ccccc4)cc3)c2C(N)=O)C1
    -3, 1, 7, -3, -18, 1, 1.3, 0, -1, 10
O=C(NCCCN1CCOCC1)c1ccc(Sc2ccc(Br)cc2)c([N+](=O)[O-])c1
    19, 1, 0, 1, 6, -2, -0.9, 3, 4, 1
Cc1ccc(-n2cc(CN3CCN(Cc4nccn4C)CC3)c(-c3ccc(F)cc3)n2)cc1
    -1, 3, -16, 0, -13, -6, 0.3, -4, 0, -1
N#CCc1c(C#N)c(N)nc(N2CCCC2)c1C#N
    3, -1, 7, 6, 2, 0, -1.1, -3, 1, -2
C=C(C)c1cccc(C(C)(C)NC(=O)Nc2ccc(C)cn2)c1
    -5, 2, 1, -2, -30, 3, -2.0, -2, -5, 1
Cc1c(CCC(C)C)c(-n2ccnc2C)n2c(nc3ccccc32)c1C#N
    1, 0, 8, -1, 0, 3, 1.2, -6, 1, -7
Cc1ccc(-c2nnn(CC(=O)N3CCCc4ccccc43)n2)cc1
    1, -2, 5, -1, -18, 0, 1.3, 8, -3, 1
Clc1ccc(Cn2ncc3c(NCCN4CCOCC4)ncnc32)cc1
    2, -2, 14, 0, 6, -3, -1.2, 2, 13, -6
COc1ccc(S(=O)(=O)N2CCN(c3ccccc3)CC2)cc1OC
    -6, 1, -2, 3, nt, -2, 1.9, -1, -13, -2
Cc1ccc(C(=O)NNC(=O)c2cccc(Br)c2)cc1
    4, 4, 1, 3, 1, -4, -1.0, 2, 2, -2
O=C(O)C1CCCN1c1nc(Cl)ccc1[N+](=O)[O-] (centres undefined)
    3, -5, -8, 8, 1, -1, -2.6, -10, 5, 6

Part of the list above, tab-delimited.
SMILES	ABHD4 inh	UHRF1 binding	TDP2 inh	PRMT1 FP inh	HTRA1 inh	LEDGF integ inh	PG9 binder	Tn7 DDE FP	TCR-CD3 inh	SIAE primary
C(=N\Nc1nc2ccccc2[nH]1)/c1ccccc1	11	-2	18	5	-3	-5	-5.5	4	0	13
CCOC(=O)c1nc(NCc2ccccc2F)c2ccccc2n1	-11	2	-8	1	-7	0	-0.8	-9	4	-5
CC(C)N1CCc2c(sc(NC(=O)c3ccc(C(=O)c4ccccc4)cc3)c2C(N)=O)C1	-3	1	7	-3	-18	1	1.3	0	-1	10
O=C(NCCCN1CCOCC1)c1ccc(Sc2ccc(Br)cc2)c([N+](=O)[O-])c1	19	1	0	1	6	-2	-0.9	3	4	1
Cc1ccc(-n2cc(CN3CCN(Cc4nccn4C)CC3)c(-c3ccc(F)cc3)n2)cc1	-1	3	-16	0	-13	-6	0.3	-4	0	-1
N#CCc1c(C#N)c(N)nc(N2CCCC2)c1C#N	3	-1	7	6	2	0	-1.1	-3	1	-2
C=C(C)c1cccc(C(C)(C)NC(=O)Nc2ccc(C)cn2)c1	-5	2	1	-2	-30	3	-2.0	-2	-5	1
Cc1c(CCC(C)C)c(-n2ccnc2C)n2c(nc3ccccc32)c1C#N	1	0	8	-1	0	3	1.2	-6	1	-7
Cc1ccc(-c2nnn(CC(=O)N3CCCc4ccccc43)n2)cc1	1	-2	5	-1	-18	0	1.3	8	-3	1
Clc1ccc(Cn2ncc3c(NCCN4CCOCC4)ncnc32)cc1	2	-2	14	0	6	-3	-1.2	2	13	-6
COc1ccc(S(=O)(=O)N2CCN(c3ccccc3)CC2)cc1OC	-6	1	-2	3	nt	-2	1.9	-1	-13	-2
Cc1ccc(C(=O)NNC(=O)c2cccc(Br)c2)cc1	4	4	1	3	1	-4	-1.0	2	2	-2
O=C(O)C1CCCN1c1nc(Cl)ccc1[N+](=O)[O-] (centres undefined)	3	-5	-8	8	1	-1	-2.6	-10	5	6

(more compounds)
Results follow in this order: ABHD4 inh, UHRF1 binding, TDP2 inh, PRMT1 FP inh, HTRA1 inh, LEDGF integ inh, PG9 binder, Tn7 DDE FP, TCR-CD3 inh, SIAE primary
O=C(Cn1ncc(Cl)c(Cl)c1=O)N1CCN(Cc2ccccc2)CC1
    -6, 4, 4, 5, 0, 10, -1.5, 4, 3, 8
COc1ccc(CN2C(=O)c3ccccc3C2C(=O)NC2CCCC(C)C2C)c(OC)c1 (centres undefined)
    -8, -1, -12, 0, -18, -4, 0.5, 6, 6, -4
COc1ccc2oc(=O)c(/C(C)=N/NC(=O)c3ccncc3)cc2c1
    4, -10, 2, 1, 2, 3, -1.9, 3, 6, 7
CC1NC(=O)COC1c1ccccc1 (centres undefined)
    0, 0, 3, -1, 6, 2, -0.2, -3, 4, -5
O=C(N=C1SC2CS(=O)(=O)CC2N1c1ccc(Cl)cc1Cl)C1CC1 (centres undefined)
    3, 6, -7, 0, -1, -3, -0.8, 2, 7, 6
CCn1nc(C(=O)O)c(=O)c2cc3c(cc21)OCO3
    -2, 7, -10, 6, -5, -2, -1.5, -1, 2, -1
C[C@@H]1CN([C@H](C)CO)C(=O)c2ccccc2-c2ccccc2CO[C@@H]1CN(C)C(=O)Nc1ccccc1
    2, -1, 3, 4, nt, 2, -0.7, 4, 7, 1
COc1cc(/C=C/C(=O)OCC(=O)Nc2ccc(S(N)(=O)=O)cc2)ccc1O
    -2, 0, 5, 0, 1, 1, 0.0, 6, -4, 2
CC[C@@]12C(=O)N(c3cccc(F)c3)C(=O)N1[C@H](c1ccc(Br)cc1)[C@@H]1C(=O)N(C(C)(C)C)C(=O)[C@@H]12
    -2, 0, -8, -1, -66, 0, 1.7, -3, -1, 3
CSCCOC(=O)C1=C(C)Nc2ccc(C)cc2S1
    -7, -3, -10, 34*, -9, -2, -6.0, 2, 3, 8
COc1cc(NC(=S)N2CCN(C)CC2)cc(OC)c1
    2, 13, -14, 2, 1, 1, -2.1, -5, 2, -3
CC(=O)c1sc(NC(=O)COc2ccc(Cl)cc2C)nc1C
    0, 3, 5, -3, -6, -2, 2.9, -5, 2, -3
O=C(CCCCN1CCCCC1)c1ccccc1
    1, 1, -6, 4, 4, -7, 0.3, 1, -5, -4
O=C(O)c1cccc(CSc2ncn[nH]2)c1
    5, 0, 13, -1, 11, -2, -0.1, -1, -12, -5
Cn1c(=O)c(C(=O)Nc2ncccn2)c(O)c2ccccc21
    4, -2, -5, -1, 8, -2, -3.0, -6, 4, -3
COc1ccc(OC)c(C2/C(=C(\O)c3ccc4c(c3)OCCO4)C(=O)C(=O)N2CC2CCCO2)c1 (centres undefined)
    6, -6, 14, -1, 0, 2, 1.9, -1, -8, -4
CCCCNC(=O)c1ccc2nc(CC)c(N(CCC(C)C)CCN(C)C)n2c1
    4, 2, -12, 4, nt, -1, 0.5, -2, 0, 2
Cc1cccc(C)c1NC(=O)CSc1nc2c([nH]1)c(=O)n(C)c(=O)n2C
    0, 4, -8, -5, -2, 1, -1.0, 3, -8, 7
O=C(O)CC(NC(=O)COc1ccc(Cl)cc1Cl)C(=O)O (centres undefined)
    9, 1, -12, 2, 4, -2, -2.1, 4, 4, -5
COc1ccc2c(c1)CNC2CS(=O)(=O)NCC(C)C (centres undefined)
    -10, -4, -2, -1, nt, 8, nt, -12, nt, -6
COC[C@@H]1CCCN1c1ccc2c(c1)O[C@H](COCc1ccccc1)CN([C@@H](C)c1ccccc1)S2(=O)=O
    -7, 3, 0, 6, nt, 0, -2.2, 2, -8, -1
